DAGLB inhibitor = blocks human DAGLB lipase activity; HEK293T DAGLB membrane lysate, EnzChek fluorogenic substrate; inhibition, % at 5.17 µM; actives 0.059% (n = 340,000); AID 504411; Q8NCG7; in the data active = inhibition above about 34%;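 also: 0% = enzyme with vehicle and 100% = wells lacking enzyme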
OPRM1-OPRD1 inv = inverse agonist of human OPRM1-OPRD1 heterodimerization | P35372+P41143 | cell-based MOR-DOR heterodimer luminescence, inverse agonism | inhibition, % at 9.3 µM | actives 0.21% (n = 340,000) | AID 504357; in the data active = inhibition above about 22%, passing the limit was not always enough;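 also: 0% = cells with DMSO and 100% = wells without cells with DMSO; values of inactives mirror those of a sister screen read the other way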
DSG3 Ab inh = human desmoglein-3 autoantibody binding inhibition. P32926. DSG3-coupled beads, scFv-anti-DSG3-GFP binding, flow cytometry; active compounds read low. binding (percent of control), % at 10 µM. actives 0.48% (n = 310,000). AID 588358;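 active = binding more than 3 SD below its plate's average and above zero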;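 also: hits lower antibody fragment binding to DSG3; some compounds called inactive have numbers as strong as hits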
Arr AP2 block = human beta-arrestin and AP2 interaction inhibition | inhibition, % at 10 µM | FITC-arrestin peptide / GST-AP2 beads, flow cytometry; AP2 beta2 appendage carries R879A mutation | actives 0.31% (n = 340,000) | AID 504490;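 active = inhibition above a set limit, near 3 SD of compounds lacking own fluorescence, cut at about 54% in these data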;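 also: plate controls were DMSO wells for no effect and 5 µM unlabelled arrestin peptide for full effect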
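Material – AP2 appendage R879A on GSH beads · Buffer or medium – PBS with 0.05% Tween 20 and 0.1% BSA · Probe or stimulus – fluorescein-tagged arrestin peptide at 50 nM final · Incubation – compound with beads 12 min RT, then probe 1 h RT · Detection – high-throughput flow cytometry of beads, ex 488, em 535 nm · Evaluation – percent response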
HTR5A inv ag = inverse agonist of human HTR5A in OPRM1-OPRD1 counter-screen; P47898; HTR5A cell line, luminescence, inverse agonism; inhibition, % at 9.3 µM; actives 0.083% (n = 340,000); in the data active = inhibition mostly above about 23%, no sharp cut-off; inactive = mostly below about 18%;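 also: 0% = cells with DMSO and 100% = no-cell wells with DMSO; some compounds called inactive have numbers as strong as hits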
Target sequence (P47898 whole entry, looked up): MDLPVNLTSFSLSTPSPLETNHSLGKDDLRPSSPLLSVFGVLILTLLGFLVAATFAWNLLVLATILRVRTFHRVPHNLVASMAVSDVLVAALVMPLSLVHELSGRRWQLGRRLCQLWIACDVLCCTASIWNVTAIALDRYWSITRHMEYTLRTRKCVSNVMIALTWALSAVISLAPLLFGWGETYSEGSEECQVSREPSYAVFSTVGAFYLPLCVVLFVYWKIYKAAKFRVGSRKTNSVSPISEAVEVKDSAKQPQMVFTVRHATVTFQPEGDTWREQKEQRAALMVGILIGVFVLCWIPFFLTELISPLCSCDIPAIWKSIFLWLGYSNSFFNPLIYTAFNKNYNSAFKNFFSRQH
PKA-R1A activ = PKA-R1A complex activation; P00514+P68181; PKA-R1A dissociation, Cy5-IP20 fluorescence polarization; scaled: DMSO 0%, 113 µM cGMP 100%; activation, % at 11.4 µM; actives 0.083% (n = 340,000); AID 504707;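 active = percent activation above the mean of all tested compounds plus 3 SD, cut at about 19% in these data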;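 also: higher means more PKAc released from R1A so a rise in polarization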
HTR5A ag = HTR5A agonism, opioid heterodimer counter-screen; activation, % at 9.3 µM; actives 0.61% (n = 340,000); AID 504692; P47898; HTR5A agonist assay, luminescence, cell-based; in the data active = activation mostly above about 9.5%, no sharp cut-off; inactive = mostly below about 7.6%;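 also: 0% = cells with vehicle only and 100% = reference agonist; strong numbers were not always called active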
V-ATPase pHluor = yeast V-ATPase proton transport regulation by pHLuorin; S. cerevisiae, pHLuorin cytosolic pH fluorescence; response, % at 10 µM; actives 0.37% (n = 350,000); AID 504577; in the data active = response mostly above about 7.3%, no sharp cut-off; inactive = mostly below about 5.4%; also: actives read high; inactives centre near 0; some compounds called inactive have numbers as strong as hits; reference of the scale not given here
OPRM1-OPRD1 ag = agonists of human mu-delta opioid receptor heterodimerization. cells, OPRM1-OPRD1 heterodimerization, luminescence. activation, % at 9.3 µM. actives 0.3% (n = 340,000); in the data active = activation above about 18%;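 also: 0% = vehicle-treated cells and 100% = reference agonist; values of inactives mirror those of a sister screen read the other way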
PKA-R2B activ = activators of human PKA-R2B complex | P22694+P31323 | PKA-R2B holoenzyme dissociation, Cy5-IP20 fluorescence polarization; R2B truncated from residue 108, S112A mutant; 0% DMSO only, 100% 113 µM cGMP | activation, % at 11.4 µM | actives 0.079% (n = 340,000);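 active = activation above a cutoff set at the mean over all compounds plus 3 SD, cut at about 18% in these data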;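 also: higher means more holoenzyme dissociation and a rise in polarization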
Target sequence (P31323 whole entry, looked up, other chains not shown, the tested form may be a part): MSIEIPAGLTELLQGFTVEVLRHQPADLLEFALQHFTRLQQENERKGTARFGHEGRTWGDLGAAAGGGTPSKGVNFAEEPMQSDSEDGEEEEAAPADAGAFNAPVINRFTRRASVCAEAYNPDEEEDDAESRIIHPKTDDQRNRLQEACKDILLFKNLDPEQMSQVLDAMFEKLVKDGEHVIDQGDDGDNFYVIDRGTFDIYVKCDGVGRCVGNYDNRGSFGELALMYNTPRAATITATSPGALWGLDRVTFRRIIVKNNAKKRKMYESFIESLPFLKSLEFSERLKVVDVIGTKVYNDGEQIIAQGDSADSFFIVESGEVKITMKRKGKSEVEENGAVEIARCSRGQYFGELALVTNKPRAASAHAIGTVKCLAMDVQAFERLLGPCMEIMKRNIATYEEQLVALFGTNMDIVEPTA
Numbers without * were called inactive; nt = no result given; & = joins results of further samples.

SMILES | DAGLB inhibitor | OPRM1-OPRD1 inv | DSG3 Ab inh | Arr AP2 block | HTR5A inv ag | PKA-R1A activ | HTR5A ag | V-ATPase pHluor | OPRM1-OPRD1 ag | PKA-R2B activ
Cc1cc2ncn(C(=O)N3CCOCC3)c2cc1C | 2 | 3 | 92 | 1 | -4 | 5 | 1 | -1 | -0.5 | 1
O=S(=O)(NC1=NCCC1)c1cccc(NC(=S)NCCc2ccccc2)c1 | 0 | -1 | 96 | 4 | 16 | -18 | 1 | 0 | 0.1 | 0
Cc1ccc(SCc2nc3ccccc3n2CC(=O)Nc2c(C)cccc2C)cc1 | 3 | nt | 102 | 1 | nt | -6 | nt | 0 | nt | 12
COc1ccc(CNC(=O)COC(=O)C2=Cc3ccccc3OC2)cc1 | 11 | 9 | 91 | 4 | 3 | 0 | -1 | 4 | -1.7 | -5
COc1cc(/C=C2\SC(=O)N(CCNC(=O)c3sc4cc(F)ccc4c3Cl)C2=O)cc(OC)c1OC | -2 | -2 | 106 | 11 | 3 | 3 | 6 | 0 | 0.5 | -10
Cc1ccc(C)c(/C(O)=C2\C(=O)C(=O)N(CCCN3CCOCC3)C2c2cccnc2)c1 (configuration not stated) | 1 | 5 | 98 | -5 | 4 | 4 | 2 | 1 | -0.9 | -5
CCN(CC)CCCNC(=O)c1cc2c(=O)[nH]c3ccc(C)cc3c2s1 | 0 | 13 | 93 | -10 | 2 | -1 | -1 | -2 | -2.2 | -9
Cc1ccsc1/C=N/N=C1\C(=O)Nc2ccccc21 | 6 | 9 | 100 | -8 | 6 | 3 | -2 | 2 | -1.5 | 9
CC1=C(C(=O)OCc2ccccc2)C(c2ccoc2)C(C#N)=C(N)O1 (configuration not stated) | -3 | 7 | 96 | 19 | -22 | -2 | 5 | 0 | -1.3 | 1
O=C(Nc1ccc([N+](=O)[O-])cc1)c1nc[nH]c1C(=O)NC1CCCCC1 | -2 | -3 | 92 | 2 | 5 | 5 | -2 | -3 | 0.6 | 2
CSCCC(NC(=O)C1CCCC1)c1nnc2ccccn12 (configuration not stated) | -3 | 9 | nt | 1 | -31 | -5 | -3 | -2 | -1.8 | -11
O=C(COC(=O)/C=C/c1ccc(Cl)cc1)NC1CCCC1 | 1 | 11 | 96 | 5 | -1 | -12 | 0 | -1 | -2.0 | -3
CC(C)(C)NC(=O)NC(=O)Cn1ccsc1=N | 0 | -2 | 130 | -8 | -1 | 3 | 2 | 2 | 0.3 | 2
Cc1cc2oc(=O)sc2cc1NS(=O)(=O)c1cccc2cccnc12 | 8 | 6 | 106 | -6 | -9 | -7 | 3 | 2 | -1.2 | -5
COc1ccc(OC)c(Nc2c3c(nc4ccccc24)CCC3)c1 | 2 | 18 | 116 | -9 | -13 | -2 | 4 | -2 | -4.0 | -10
COc1ccc(N2C(=O)CC(Sc3nc(C)cc(C)c3C#N)C2=O)cc1 (configuration not stated) | 4 | 8 | 103 | -5 | -15 | -6 | -5 | 1 | -1.3 | -3
CC(=O)NC1(C(F)(F)F)NC(=O)N(c2ccc(F)cc2)C1=O (configuration not stated) | -1 | 11 | 112 | 41 | -6 | -6 | -2 | -2 | -2.2 | -1
COCCCNc1nc(N)c([N+](=O)[O-])c(NCC2CCCO2)n1 (configuration not stated) | 2 | 17 | 110 | -3 | 4 | -6 | 15* | 2 | -3.4 | 3
CC(C)c1ccc(NC(=O)c2csnn2)cc1 | 1 | 1 | 101 | 4 | -12 | -6 | 4 | -4 | -0.1 | -6
COCCN1C=C2C(=O)C(C)(OC(=O)CCc3ccccc3)C(=O)C=C2C=C1c1ccc(C#N)cc1 (configuration not stated) | 4 | -25 | 105 | 16 | -7 | -5 | 3 | 6 | 4.4 | -5
CC(C)(C)CNc1cc(N2CCCC2)ccc1[N+](=O)[O-] | -1 | 1 | 100 | -1 | 16 | -15 | -5 | -2 | -0.2 | 7
Cc1c(C(=O)Nc2ccccc2)sc2ncn(CC(=O)N3CCCCC3)c(=O)c12 | -4 | 3 | 124 | -3 | 2 | 2 | 5 | -1 | -0.6 | 3
CN(Cc1ccccc1F)C(=O)c1sccc1-c1ccccc1 | -8 | 11 | 107 | -7 | 10 | 0 | -3 | 5 | -3.5 | 9
CCOc1ccc(-c2c(C)sc3nc[nH]c(=O)c23)cc1 | -2 | 14 | 120 | 1 | 1 | 0 | 0 | 0 | -2.7 | -4
Cc1coc2cc3oc(=O)c(CCC(=O)NCC(=O)O)c(C)c3cc12 | -4 | 4 | 92 | 9 | -1 | -8 | 0 | -1 | -0.9 | -5
C(C#CCCCCCCCCC[n+]1ccccc1)#CCCCCCCCCC[n+]1ccccc1 | 2&1 | 9&14 | 102 | 18&6 | -5&-17 | -11&-3 | 1&6 | 13&14 | -1.8&-2.6 | -7&2
O=c1c2ccccc2nc2ccccn12 | 0 | 7 | 113 | 7 | 2 | -10 | 1 | -4 | -1.5 | -2
O=C(Cn1c(=O)n(CCC(=O)N2CCCCC2)c(=O)c2sccc21)NCc1ccccc1 | 1 | 12 | 101 | -7 | -8 | -2 | 13* | -1 | -2.2 | 2
O=C(NCC1CCCO1)c1c(O)c2cccc3c2n(c1=O)CCC3 (configuration not stated) | 0 | 9 | 98 | 4 | -44 | 9 | 18 | 8 | -1.8 | 4
COc1ccc(CCNC(=O)CSc2ccc(-c3ccco3)nn2)cc1 | 4 | 12 | 91 | 18 | -7 | 8 | 3 | 1 | -2.7 | -11

The last 2 entries of the part above open the next one:
SMILES | DAGLB inhibitor | OPRM1-OPRD1 inv | DSG3 Ab inh | Arr AP2 block | HTR5A inv ag | PKA-R1A activ | HTR5A ag | V-ATPase pHluor | OPRM1-OPRD1 ag | PKA-R2B activ
O=C(NCC1CCCO1)c1c(O)c2cccc3c2n(c1=O)CCC3 (configuration not stated) | 0 | 9 | 98 | 4 | -44 | 9 | 18 | 8 | -1.8 | 4
COc1ccc(CCNC(=O)CSc2ccc(-c3ccco3)nn2)cc1 | 4 | 12 | 91 | 18 | -7 | 8 | 3 | 1 | -2.7 | -11
Clc1ccc(-c2nnc3n2CCCC3)cc1Cl | 1 | 14 | 95 | 14 | -10 | -3 | 2 | -4 | -2.8 | 3
O=C1CSC(c2ccccc2)N1c1nc(-c2ccc(Cl)cc2Cl)cs1 (configuration not stated) | 2 | 3 | 100 | -1 | 30 | 7 | 1 | -2 | -0.6 | -5
O=Cc1ccccc1OCCN1CCCC1=O | 0 | 7 | 100 | -1 | -7 | -2 | 2 | 0 | -1.6 | -3
CC1CCN(C(=O)c2ccccc2NC(=O)c2cccs2)CC1 | 2 | 14 | 105 | -17 | 25 | -1 | 4 | 2 | -2.0 | 0
O=c1cc(NCCO)c2ccccc2o1 | 2 | 7 | 105 | -6 | -32 | -2 | 0 | nt | -1.2 | 2
CCCCC(=O)Nc1ccc(NC(=O)c2cnccn2)cn1 | -1 | 17 | 101 | 21 | -19 | 2 | 8 | 3 | -3.4 | 6
Cc1ccc(NC(=O)CN(C)CC(=O)Nc2cccc(F)c2)cc1[N+](=O)[O-] | -2 | -22 | 121 | -5 | -1 | -3 | -8 | 4 | 4.2 | 4
Cc1sc(NC(=S)NC(=O)c2cccs2)nc1-c1ccc(CC(C)C)cc1 | 2 | 1 | 106 | 36 | -16 | -4 | -3 | 11 | -0.2 | -3
Cc1ccc(C)c(Cn2nnc3c(=O)[nH]c(C4CCN(S(=O)(=O)c5ccc(S(=O)(=O)NC6CC6)cc5)CC4)nc32)c1 | 3 | 10 | 99 | 1 | -10 | -11 | 4 | -2 | -1.8 | -3
NNC(=O)CNC(=O)CNS(=O)(=O)c1ccccc1 | 0 | 0 | 106 | -3 | -12 | 5 | -2 | 3 | 0.1 | -9
COc1ccc(-c2nc3ccccc3s2)cc1 | -10 | 11 | 116 | nt | 5 | -7 | 5 | -2 | -2.4 | -2
C=CCSc1ncccc1C(=O)NCc1ccc(C)cc1 | -2 | 8 | 102 | -4 | -15 | 6 | 0 | 1 | -1.5 | 1
CCc1nnc(NC(=O)CN2CCN(c3cccc(OC)c3)CC2)s1 | 0 | 0 | nt | -2 | -14 | -4 | 4 | -1 | 0.0 | -15
O=C1C(Cl)=C(NCCCN2CCOCC2)C(=O)c2ccccc21 | 4 | -26 | 92 | 0 | -23 | 6 | 6 | 1 | 6.0 | -10
COC(=O)C1=C(C)N(C(C)c2ccccc2)C(=O)/C1=C\c1ccco1 (configuration not stated) | 1 | -11 | 103 | 15 | 13 | -10 | -5 | -1 | 2.3 | 4
O=S(=O)(/N=C(/Nc1cccc2ccccc12)c1ccccc1)c1ccc(F)cc1 | -2 | -6 | 95 | 11 | -27 | -6 | -1 | -3 | 1.1 | -11
Cn1c(=O)[nH]c(=O)c2c1nc(Br)n2CCCSc1nc2ccccc2o1 | 3 | 0 | 77 | 33 | -22 | 5 | 4 | -1 | 0.0 | 2
Cc1ccc(Nc2ncc(C(=O)NCCCN3CCN(C)CC3)c3ccccc23)cc1Cl | 1 | 6 | 99 | 2 | 12 | -8 | -4 | 0 | -1.1 | -3
CCCc1nnc(NC(=O)CN2C(=O)c3ccccc3C2=O)s1 | 0 | 5 | 99 | -5 | 0 | -2 | 0 | -1 | -1.1 | -9
COc1ccc(/C=N/S(=O)(=O)c2cccs2)cc1 | 4 | -7 | 102 | 5 | -16 | -2 | -1 | 4 | 1.4 | -7
CCn1c(=O)c2cc(C(=O)NCCC(C)C)sc2c2ccccc21 | -3 | 16 | 99 | -18 | -19 | 8 | 5 | 0 | -3.3 | 5
C=CCn1c(C)cc(-c2csc(NCC)n2)c1C | 0 | -1 | 107 | 3 | 11 | -8 | -4 | -4 | 0.2 | -17
Cc1nn(-c2ccccc2)cc1C(=S)Nc1ccccc1 | -2 | -5 | 99 | -2 | 8 | -10 | -3 | -2 | 0.7 | -7
COC(=O)c1ccc(C(=O)OC)c(NC(=S)N2CCN(c3ccccc3F)CC2)c1 | -8 | 19 | 99 | 26 | -16 | -3 | 2 | -3 | -3.5 | -3
O=C(NCC1CCCO1)c1cccc(NS(=O)(=O)c2ccc(Br)cc2)c1 (configuration not stated) | 2 | 3 | 99 | 29 | 6 | -4 | 3 | 3 | -0.5 | -7
CCCCn1c(N)c(N(CC(C)C)C(=O)COC(=O)C2(c3ccccc3)CC2)c(=O)[nH]c1=O | 2 | 2 | 95 | -15 | -11 | -6 | 1 | -3 | -0.4 | -9
CCOC(=O)c1ccccc1NC(=O)CSc1nnc(C(C)C)n1CC | 1 | 9 | 99 | 16 | -11 | 3 | -2 | 4 | -1.7 | 2
CCN1CCN(C(c2ccc(OC)cc2)C(O)C(=O)c2c[nH]c3ccccc23)CC1 (configuration not stated) | 1 | -6 | 104 | 3 | -2 | 2 | -6 | -1 | 1.1 | -2
Cc1onc(CO)c1C(=O)Nc1nccs1 | 0 | 7 | 83 | 52 | -4 | 5 | 2 | 3 | -1.3 | -2

High-throughput results (PubChem BioAssay)
